Compound activity from PubChem.
ERa coact pot: ER-alpha (human) coactivator binding potentiation | coactivator binding (% of control), % at 25.6 µM | AID 639 | 1.3% of 86,000 active | P03372 | TR-FRET ERalpha-LBD/SRC-Cy5 coactivator binding, 2 h; 100 = basal binding, no effect; in the data active = activity above about 200%;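 also: binding measured in presence of low estradiol as agonist stimulus; 0% = peptide alone without receptor and 100% = receptor with peptide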
Ecoli WT expand: E. coli BW25113 growth inhibition, expanded screen. 0.15% of 98,000 active. growth inhibition, % at 100 µM. OD600 absorbance;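 active = growth inhibition above about 50% at one test dose, limit read from the data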;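 also: growth measured after 20 h incubation at 37 °C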
PLAP act: human PLAP activation; P05187; purified PLAP enzyme, luminescent substrate read-out; active compounds read high; activation fold at 20 µM; 1.2% of 96,000 active; in the data active = activation fold above about 2
ERb SRC1 inh: blocks coactivator binding to human estrogen receptor beta. Q92731. TR-FRET ER-beta LBD / SRC1-Cy5 peptide binding; receptor agonist-loaded with 1 µM estradiol. inhibition, % at 25.6 µM. 1.3% of 86,000 active;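 active = compounds whose percent inhibition of the receptor-coactivator binding signal exceeds about 50% in the single-dose screen, limit read from the data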;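 also: 0% = receptor plus peptide wells without compound and 100% = peptide-only wells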
MT1-MMP txn act: activates MT1-MMP transcription; HT1080 MT1-MMP promoter luciferase reporter, luminescence, overnight; active compounds read high; 0.16% of 86,000 active; activation factor at 10 µM;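 active = activation factor of at least 2 for MT1-MMP transcription at 10 µM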
CD11b adhes inh: blocks human CD11b/CD18 adhesion to fibrinogen; inhibition, % at 10 µM; 0.54% of 93,000 active; P05107+P11215; AID 1497; K562 CD11b/CD18 adhesion to fibrinogen, ATPlite luminescence; Mn2+ added to activate the integrin;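 active = primary inhibition of 50% or more at 10 µM, then 40% or more on retest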; also: some results filed as inactive read as strong as hits
FAK blocker: FAK (human) kinase inhibition; biochemical FAK kinase activity assay; inhibition, %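 (tested at 7 µM)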; 0.84% of 97,000 active; AID 727; in the data active = inhibition above about 19%;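 also: 0% = DMSO and 100% = reference compound high control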
Target sequence (Q05397 whole entry, looked up): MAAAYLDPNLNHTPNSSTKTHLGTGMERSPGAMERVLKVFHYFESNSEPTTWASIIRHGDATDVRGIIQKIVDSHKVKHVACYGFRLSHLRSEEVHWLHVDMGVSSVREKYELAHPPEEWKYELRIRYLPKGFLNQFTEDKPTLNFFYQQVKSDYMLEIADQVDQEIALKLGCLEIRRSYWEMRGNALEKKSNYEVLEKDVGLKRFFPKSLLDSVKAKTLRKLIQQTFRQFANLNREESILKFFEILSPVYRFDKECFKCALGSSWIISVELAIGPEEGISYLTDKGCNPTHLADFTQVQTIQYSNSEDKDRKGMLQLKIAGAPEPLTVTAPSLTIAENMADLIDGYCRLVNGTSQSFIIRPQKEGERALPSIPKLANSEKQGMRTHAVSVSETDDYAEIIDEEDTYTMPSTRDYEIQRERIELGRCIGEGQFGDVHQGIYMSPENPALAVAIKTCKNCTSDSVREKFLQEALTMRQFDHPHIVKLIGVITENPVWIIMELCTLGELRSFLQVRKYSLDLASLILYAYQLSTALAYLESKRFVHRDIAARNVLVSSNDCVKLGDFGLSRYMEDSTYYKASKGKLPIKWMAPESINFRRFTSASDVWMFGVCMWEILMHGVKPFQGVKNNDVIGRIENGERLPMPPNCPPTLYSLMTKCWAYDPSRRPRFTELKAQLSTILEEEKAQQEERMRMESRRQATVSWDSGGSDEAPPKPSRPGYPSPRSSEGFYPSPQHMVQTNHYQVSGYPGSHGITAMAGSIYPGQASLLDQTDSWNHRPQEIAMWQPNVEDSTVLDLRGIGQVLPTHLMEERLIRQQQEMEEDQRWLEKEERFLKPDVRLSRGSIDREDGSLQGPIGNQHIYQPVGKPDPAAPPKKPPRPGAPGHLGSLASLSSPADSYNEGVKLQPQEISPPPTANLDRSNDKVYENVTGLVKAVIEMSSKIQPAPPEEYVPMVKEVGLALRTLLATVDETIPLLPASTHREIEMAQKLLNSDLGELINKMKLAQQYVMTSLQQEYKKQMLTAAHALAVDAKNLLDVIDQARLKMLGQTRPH
ERa coact inh: blocks coactivator binding to human estrogen receptor alpha. AID 629. TR-FRET ER-alpha LBD / SRC-1 peptide, estradiol-bound. P03372. inhibition, % at 25.6 µM. 1.7% of 86,000 active; in the data active = inhibition above about 50%;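 also: 0% = receptor plus peptide control and 100% = peptide only without receptor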
Mac1 fbg enh: enhancers of human CD11b/CD18 binding to fibrinogen; P05107+P11215; K562 CD11b/CD18 adhesion to fibrinogen, ATPlite luminescence; activation, % at 10 µM; 0.07% of 93,000 active; AID 1499;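 active = 10 µM primary screen giving 50% or more activity, confirmed by 40% or more on retest at that dose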; also: strong numbers were not always called active; reference of the scale not given here
The depositor's hits bear a star; · = not tested or not shown; [ ] = another dose, or the depositor's remark.

SMILES	ERa coact pot	Ecoli WT expand	PLAP act	ERb SRC1 inh	MT1-MMP txn act	CD11b adhes inh	FAK blocker	ERa coact inh	Mac1 fbg enh
O=C(Cn1nc(C(F)(F)F)c2c1CCCC2)NCCN1CCOCC1	123	-9	0.9	8	1.2	-3	5	-1	8
Cc1c(NC(=O)C2CC=CCC2C(=O)O)c(=O)n(-c2ccccc2)n1C (stereo unspecified)	155[fluorescence artefact?]	-2	1.1	-2[fluorescence artefact?]	1.1	4	2	-11	0
CCC(Sc1nc2c(cnn2-c2ccccc2)c(=O)[nH]1)C(=O)OC (stereo unspecified)	102	2	0.9	0	1.2	12	3	4	-2
CC1=CC(c2ccccc2)n2nc(N3C(=O)CCC3=O)nc2N1 (stereo unspecified)	110	·	·	-2[fluorescence artefact?]	1.1	·	2	-11	·
CCN(CC)S(=O)(=O)c1cccc(C(=O)Oc2cccnc2)c1	99	-7	0.8	-11	1	-7	-13	-4	4
CC(C)C1(C)C(=O)N=C2c3ccccc3C(=O)N21 (stereo unspecified)	104	2	1	-1	0.9	-13	1	-9	-1
CCCCNC(=O)Cn1c(=O)oc2cc(S(=O)(=O)N3CC(C)CC(C)C3)ccc21 (stereo unspecified)	120	-1	1	-3	·	-3	-1	-4	6
COCCn1nnnc1CN1CCC(Cc2ccccc2)CC1	126	1	·	6[fluorescence artefact?]	1.1	·	-4	-4	·
CSc1nc2ccc3nc(NC(=O)c4ccc(Cl)s4)sc3c2s1	88[fluorescence artefact?]	-11	1.5	35[fluorescence artefact?]	·	21	-1	59*[fluorescence artefact?]	82
Cc1ccc(Cl)cc1NC(=O)c1cccc(OC(F)F)c1	·	1	0.7	·	·	-10	2	·	-2
CCCn1nnc(NCc2ccc(OCc3cccs3)c(OC)c2)n1	108	-1	1.6	8[fluorescence artefact?]	1.1	-18	1	15	-1
C=CCn1c(SCC(=O)c2ccc(CNC(C)=O)o2)nc2ccccc2c1=O	120	1	1.5	31	·	-3	2	13	-2
CC1CCCC(C)N1C(=O)CSc1nnc(-c2cccs2)o1 (stereo unspecified)	103	3	1.3	2	0.8	-1	2	11	-1
Cc1nc2sc(C(c3ccc(C(C)C)cc3)N3CCN(CCO)CC3)c(O)n2n1 (stereo unspecified)	111	-4	1.6	-13	1.1	-43	·	0	-3
CCOc1ccccc1C(=O)N(C)Cc1cc2ccccc2[nH]c1=O	123	4	1.2	-4	1.1	2	-3	-5	5
CCOc1ccc(Br)cc1-c1noc(-c2cccs2)n1	113	-14	0.9	4	1.1	3	0	1	-1
O=C(CCc1nc(-c2ccccc2)no1)NCc1cccnc1	100	3	1	2	1	-8	-4	-2	-2
COc1cc(OC)cc(-c2cc(NC(C)=O)n[nH]2)c1	118	5	0.9	-1	1	-4	·	-3	2
O=C(COC(=O)c1ccncc1)Nc1cc(Cl)c(Cl)cc1Cl	93	4	0.9	-8	1	·	6	-16	·
CCc1c(C)[nH]c2ccccc2c1=O	91	5	1	0[fluorescence artefact?]	1.1	-10	·	4	-6
CC(=O)Nc1ccc(C(=O)n2cnc3cc(C)c(C)cc32)cc1	93[fluorescence artefact?]	-19	0.9	0	1.1	-20	-1	9[fluorescence artefact?]	-4
C=CCSc1nc(N)c(C(=O)Nc2ccccc2C)cc1C(N)=O	112	-4	0.9	-1	1.1	-37	1	3	0
CCOc1ccc(N(CC(=O)NCC2CCCO2)C(=O)CCC(=O)Nc2ccccn2)cc1 (stereo unspecified)	122	·	·	-7	1.1	·	-1	0[fluorescence artefact?]	·
COC(=O)c1ccccc1NC(=O)c1cccc(NC(=O)c2ccc(Br)o2)c1C	92	-11	0.9	-2	0.9	-3	-2	-4	1
COc1ccc(Cn2c(=O)[nH]c3cc(C(=O)NCCCN4CCCC4=O)ccc3c2=O)cc1	108	-19	1.1	-11	1.1	5	-1	-9	-2
Cc1ccc(CNc2ccc3c(c2)ncn3C)cc1	108[fluorescence artefact?]	20	0.9	-2[fluorescence artefact?]	1.4	1	5	1[fluorescence artefact?]	-2
OCCNc1nc(C2CC2)nc2c1nnn2Cc1ccccc1Cl	111	-1	0.9	4	1.2	19	·	11	4
Cc1nnc(SCC(=O)c2ccc(S(=O)(=O)N3CCOCC3)cc2)n1-c1ccccc1	123	-5	1.4	3	1.1	0	-2	10	-2
CCCOC(=O)Cn1c(=O)c2cc3c(=O)n(CC(=O)OCCC)c(=O)c3cc2c1=O	115	7	0.9	-2[fluorescence artefact?]	1.2	-18	·	-3	-5
COC(=O)c1ccc(CSc2nc3ccccc3c(=O)n2-c2ccc(OC)c(OC)c2)o1	142	10	1.7	7[fluorescence artefact?]	1.1	12	-1	2	-1

Some of the entries so far, with values under each structure:
Values in the order: ERa coact pot | Ecoli WT expand | PLAP act | ERb SRC1 inh | MT1-MMP txn act | CD11b adhes inh | FAK blocker | ERa coact inh | Mac1 fbg enh
Cc1ccc(CNc2ccc3c(c2)ncn3C)cc1
 : 108[fluorescence artefact?] | 20 | 0.9 | -2[fluorescence artefact?] | 1.4 | 1 | 5 | 1[fluorescence artefact?] | -2
O=C(COC(=O)c1ccncc1)Nc1cc(Cl)c(Cl)cc1Cl
 : 93 | 4 | 0.9 | -8 | 1 | · | 6 | -16 | ·
CCCOC(=O)Cn1c(=O)c2cc3c(=O)n(CC(=O)OCCC)c(=O)c3cc2c1=O
 : 115 | 7 | 0.9 | -2[fluorescence artefact?] | 1.2 | -18 | · | -3 | -5
C=CCSc1nc(N)c(C(=O)Nc2ccccc2C)cc1C(N)=O
 : 112 | -4 | 0.9 | -1 | 1.1 | -37 | 1 | 3 | 0
CCOc1ccc(Br)cc1-c1noc(-c2cccs2)n1
 : 113 | -14 | 0.9 | 4 | 1.1 | 3 | 0 | 1 | -1
O=C(CCc1nc(-c2ccccc2)no1)NCc1cccnc1
 : 100 | 3 | 1 | 2 | 1 | -8 | -4 | -2 | -2

(list continues)
SMILES	ERa coact pot	Ecoli WT expand	PLAP act	ERb SRC1 inh	MT1-MMP txn act	CD11b adhes inh	FAK blocker	ERa coact inh	Mac1 fbg enh
Cc1ccc2nc(SCC(=O)Nc3cc(C)on3)[nH]c2c1	107	16	1.9	26	1.1	-36	-2	9	1
O=C(C(c1ccccc1)c1ccccc1)N1CCN(Cc2ccco2)CC1	115	·	·	-8	1.6	·	-1	-11	·
CCCn1nnc(NC(=O)COc2ccccc2Cl)n1	119	4	1	3	1.1	-13	0	-3	4
O=C(O)c1cccnc1SCC(=O)N1CCCCCC1	102	2	1	-7	1	12	-2	-6	-1
O=C(NCCN1C(=O)CSC1=O)C1CC(=O)N(c2ccccc2)C1 (stereo unspecified)	112	-12	0.7	-12	·	4	1	8	-4
CCN1CCN(C(=O)C2CC(c3ccc(F)cc3)=NO2)CC1 (stereo unspecified)	114	15	1.1	-5	1.1	-17	·	-10	-3
COc1ccc(/C=N/NC(=O)Nc2nonc2N)cc1	83	·	·	-6	1.6	·	1	-7	·
NC(=S)Nc1nc2ccccc2[nH]c1=O	35	14	1.1	39[fluorescence artefact?]	1.2	-10	0	24[fluorescence artefact?]	1
Cc1ccc(C2C(C(=O)c3cc4ccccc4o3)=C(O)C(=O)N2CCN2CCOCC2)o1 (stereo unspecified)	103	-5	1.5	-6	1.2	15	1	2	-2
O=C(CCn1c(=O)c2ccccc2n(Cc2cccnc2)c1=O)NCc1ccc2c(c1)OCO2	99	-1	0.7	5	1.1	-8	-2	2	-2
COc1cccc(C(CC(=O)NCc2ccco2)NS(=O)(=O)c2ccc(C)cc2)c1OC (stereo unspecified)	91	3	1.4	-4	1.1	-1	·	-5	6
COc1ccc(NC(=O)COC(=O)c2ccc(Br)o2)cc1OC	120[fluorescence artefact?]	-2	1	1	1.1	-6	·	-2[fluorescence artefact?]	-3
O=c1[nH]c2ccccc2c2nc3ccccn3c12	100	7	0.8	-15	1.7	-1	·	-27	-1
N#CCSc1nnc2ccc3ccccc3n12	74[fluorescence artefact?]	-8	0.8	11	1.2	-30	-1	32	-2
COc1ccc(CCC(=O)NCc2cn3ccsc3n2)cc1	105	·	·	-26[fluorescence artefact?]	1.2	·	-1	-27	·
O=C(CSc1nnc(-c2cccnc2)n1CCc1ccccc1)N1CCCCC1	127[fluorescence artefact?]	4	1.3	-9	1.2	-12	0	-12	1
CC1CCCCC1NC(=O)C1CCN(S(=O)(=O)N2CCOCC2)CC1 (stereo unspecified)	123	-8	1	-15	1.1	-5	-2	-10	-3
CC(c1ccco1)N(C(=O)C12CC3(C)CC(C)(CC(C)(C3)C1)C2)c1ccccn1 (stereo unspecified)	101	-6	1.1	-1	1.1	-6	-2	-5	-2
Cc1cc(F)ccc1NCc1ccncc1	104	6	0.9	3	1.1	-1	·	2	5
C=C(C)c1ccc(C(C)(C)NC(=O)N(Cc2ccccc2)Cc2ccco2)cc1	·	1	1.1	·	·	-13	-1	·	2
Cn1c(SCC(=O)Nc2cccc(Br)c2)nnc1-c1cc2ccccc2o1	631*[fluorescence artefact?]	-14	1.1	15[fluorescence artefact?]	1.1	7	-56	5[fluorescence artefact?]	-5
CC1=C(C(=O)Nc2ccccc2C)C(c2ccc(C)o2)n2c(s/c(=C/c3ccccc3)c2=O)=N1 (stereo unspecified)	110	-30	1.4	0	1	-6	5	2	1
CCn1nc(C(=O)Nc2ccc(C)c(C)c2)c(Cl)c1Cl	·	-3	0.9	·	·	-3	1	·	-3
COc1cc2ccccc2c2c1CCCC2=O	·	8	0.9	·	·	3	-1	·	3
COc1cc(OC)c(C(=O)NC2CCCCCC2)cc1OC	103	6	1.7	-4	1.2	-29	2	-11	5
CSCCC(NC(=O)c1cc(C(C)(C)C)oc1C)C(=O)O (stereo unspecified)	99	-3	1	-13[fluorescence artefact?]	1	0	·	-10	-3
COc1ccc(Cl)cc1C(=O)NCCN(C)C	116[fluorescence artefact?]	0	1	-5[fluorescence artefact?]	1.1	-6	0	6[fluorescence artefact?]	-10
O=c1c2ccccc2[nH]c(=S)n1C1CCCCC1	123	-23	1	-16[fluorescence artefact?]	1	1	-4	-18	-5
Nc1nc(CN2CCCCCC2)nc(Nc2ccc(F)cc2)n1	85	2	0.9	1	·	-24	2	-7	-1
Nc1sc2c(c1C(=O)c1ccccc1)CCCC2	·	8	0.9	·	·	11	-3	·	-6
CC1CCN(S(=O)(=O)c2ccc(NC(=O)CN3CCN(C)CC3)cc2)CC1	105	3	1	-5	0.9	-6	-7	-4	0
COc1ccc(C(=O)N2CCc3cc(OC)c(OC)cc3C2c2cccc([N+](=O)[O-])c2)cc1 (stereo unspecified)	·	-13	1.5	·	·	0	-9	·	-3
Cc1ccc(OCC(=O)N2CCN(c3ccc([N+](=O)[O-])c(N4CCOCC4)c3)CC2)cc1	·	-13	1.2	·	·	-7	-5	·	-1
CCC(=O)c1ccc(N2CCN(C(=O)c3cc([N+](=O)[O-])ccc3N3CCN(C)CC3)CC2)c(F)c1	·	2	1.3	·	·	2	2	·	-6
COc1cc(C2c3c(-c4ccccc4)n[nH]c3C(=O)N2c2ccc(C(=O)O)cc2)ccc1O (stereo unspecified)	98	10	1.2	2[fluorescence artefact?]	·	14	-1	10[fluorescence artefact?]	-1
CCOC(=O)c1sc(NC(=O)CSc2nnnn2-c2ccccc2)c(C(=O)OCC)c1C	147	-11	0.9	16[fluorescence artefact?]	1.1	-26	-2	4	91
O=C1COc2ccccc2N1Cc1ccccc1Cl	108[fluorescence artefact?]	4	0.9	-6	1.2	-10	·	0	1
Cc1ccc(C(=O)CCNc2ccc(Cl)cc2)o1	97	6	0.9	-3	1.1	4	0	-8	-4
O=C(NCCCN1CCN(c2cccc(Cl)c2)CC1)c1cccc(N2CCCC2=O)c1	114	0	·	-3	1	·	-1	-6	·
CCOC(=O)Nc1ccc(S(=O)(=O)NCCCN2CCOCC2)cc1	124	8	1	-10	1	-13	-2	-8	-2
O=S(=O)(c1cc(Cl)ccc1Cl)N1CCCCC1	108	2	1	10	1.2	12	4	1	-3
CC(=O)CCc1c(C)c2cccc(C)c2[nH]c1=O	95	2	1	82*[fluorescence artefact?]	1	-9	·	4	-2
CCC(=O)NCCc1nc2ccccc2[nH]1	97	-6	0.8	4	1.4	-8	0	-2	3
COC(=O)c1ccc(CSc2nc(N3CCOCC3)c3c(c2C#N)CC(C)(C)OC3)o1	103	5	1.6	12	1.1	11	7	-3[fluorescence artefact?]	5
